Assay outcomes as filed in PubChem.
TPT1 inhibitor = Candida albicans TPT1 enzyme inhibitors, primary screen, biochemical, fluorescence polarization; actives 0.81% (n = 300,000); inhibition, % at 5 µM; recombinant caTPT1, FP RNA substrate dephosphorylation; tRNA 2'-phosphotransferase TPT1 (Candida albicans SC5314); AID 1962, 2009;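 active = inhibition above the mean of all tested compounds plus 3 SD, set per screening campaign, cut at about 24% in these data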;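 note: plate controls were DMSO alone for no effect and ferristatin control at 100 nM for full effect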
GSTO1 counter = inhibitors of recombinant GSTO1, primary screen, counter-screen for RBBP9 inhibitor project, biochemical, fluorescence polarization; AID 1974, 2009; activity-based probe fluorescence polarization; inhibition, % at 5.96 µM; Glutathione S-transferase omega-1 (Homo sapiens), P78417; actives 1.1% (n = 300,000);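 active = inhibition above the campaign mean inhibition plus 3 SD, cut at about 35% in these data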;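 note: 0% = GSTO1-1 with DMSO and 100% = wells lacking GSTO1-1 enzyme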
PME-1 primary = PME-1 inhibitors via competitive probe labeling, primary screen, biochemical, fluorescence polarization, FP-Rh probe, HTS. inhibition, % at 5.9 µM. recombinant PME-1. actives 0.53% (n = 320,000);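 active = inhibition above the campaign mean of all compounds plus 3 SD, cut at about 26% in these data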;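 note: competitive labeling of PME-1 active site by serine hydrolase directed probe; 0% = PME-1 with DMSO and 100% = wells lacking PME-1 enzyme; inhibitors block probe labeling so polarization falls and inhibition rises; many of its hits are not listed in these tables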
Target sequence (Q9Y570 whole entry, looked up): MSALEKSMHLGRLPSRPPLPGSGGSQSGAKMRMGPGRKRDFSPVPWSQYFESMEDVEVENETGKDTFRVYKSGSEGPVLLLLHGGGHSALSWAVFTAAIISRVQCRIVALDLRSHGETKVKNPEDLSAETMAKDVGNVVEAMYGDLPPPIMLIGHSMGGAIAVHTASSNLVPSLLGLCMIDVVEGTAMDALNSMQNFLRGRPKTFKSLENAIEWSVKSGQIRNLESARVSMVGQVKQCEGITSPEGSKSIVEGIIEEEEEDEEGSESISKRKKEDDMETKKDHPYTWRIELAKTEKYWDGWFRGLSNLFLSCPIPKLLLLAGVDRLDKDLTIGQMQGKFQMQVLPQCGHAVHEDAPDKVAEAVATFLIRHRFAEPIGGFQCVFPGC
MEX-5 binding = MEX-5 zinc finger RNA-binding disruptors – biochemical, C. elegans, fluorescence polarization, MLPCN library, primary screen; Zinc finger protein mex-5 (Caenorhabditis elegans), Q9XUB2; MEX-5/FITC-TCR2 RNA binding; stronger effect = lower value; activity score (negative = inhibition of binding), % at 10 µM; actives 0.38% (n = 300,000); AID 1832, 2009;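 active = inhibition past about -25% in most replicates, and total fluorescence under double the plate's negative control median, limit read from the data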;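 note: 0% = DMSO and -100% = 5 µM competing unlabeled TCR2 RNA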
Target sequence (Q9XUB2 whole entry, looked up): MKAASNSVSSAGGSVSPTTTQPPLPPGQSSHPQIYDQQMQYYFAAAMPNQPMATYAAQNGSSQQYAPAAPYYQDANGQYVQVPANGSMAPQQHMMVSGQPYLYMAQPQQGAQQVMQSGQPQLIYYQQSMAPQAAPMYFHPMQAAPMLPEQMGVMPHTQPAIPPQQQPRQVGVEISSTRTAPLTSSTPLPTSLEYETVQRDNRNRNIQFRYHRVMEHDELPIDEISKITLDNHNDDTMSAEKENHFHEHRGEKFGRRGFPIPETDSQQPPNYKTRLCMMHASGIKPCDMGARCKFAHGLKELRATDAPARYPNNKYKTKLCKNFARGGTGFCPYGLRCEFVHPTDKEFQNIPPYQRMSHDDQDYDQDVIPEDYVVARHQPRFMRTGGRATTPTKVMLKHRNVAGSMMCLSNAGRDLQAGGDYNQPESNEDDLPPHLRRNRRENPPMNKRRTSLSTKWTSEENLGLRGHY
GLD-1 TGE inh = GLD-1/TGE RNA complex disruptors, primary screen, biochemical, fluorescence polarization; purified GLD-1 + fluorescein TGE RNA; inhibition, % at 5.96 µM; actives 0.44% (n = 320,000); AID 2280, 2010;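 active = percent inhibition above a per-plate cutoff, the plate mean of test compounds plus 3 SD, cut at about 30% in these data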;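 note: 0% = DMSO wells with GLD-1 and probe and 100% = wells lacking GLD-1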
Fam108B inh = mouse Fam108B serine hydrolase inhibitors, primary screen, counter-screen for RBBP9 inhibitor project, biochemical, fluorescence polarization | recombinant Fam108B, FP-Rh probe fluorescence polarization | inhibition, % at 9.51 µM | actives 0.33% (n = 300,000) | AID 1947, 2009;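 active = inhibition above the screen mean inhibition plus 3 SD, computed separately per campaign, cut at about 18% in these data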;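 note: inhibitors lower polarization as less probe binds the enzyme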
PAD4 FP inh = human PAD4 inhibitors, primary screen, biochemical, fluorescence polarization, 1536-well format; recombinant PAD4, RCA probe fluorescence polarization; inhibition, % at 6.36 µM; actives 0.41% (n = 330,000); AID 485272, 2010;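 active = percent inhibition above a cutoff equal to the mean of all tested compounds plus 3 SD, cut at about 15% in these data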;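 note: 0% = PAD4 with RCA probe and DMSO and 100% = probe without PAD4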
BCLXL inh = inhibitors of human Bcl-xL, primary screen, biochemical, fluorescence polarization, HTS; Bcl-2-like protein 1 (Homo sapiens), Q07817; inhibition, % at 10.9 µM; AID 2129, 2009; GST-Bcl-xL / FITC-Bim BH3 peptide fluorescence polarization; actives 0.7% (n = 320,000);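 active = inhibition above the mean of all tested compounds plus 3 SD, cutoff set per campaign, cut at about 30% in these data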;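 note: 0% = DMSO wells and 100% = unlabeled Bim-BH3 peptide competitor; inhibitors lower millipolarization by displacing the labeled peptide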
Target sequence (Q07817 whole entry, looked up): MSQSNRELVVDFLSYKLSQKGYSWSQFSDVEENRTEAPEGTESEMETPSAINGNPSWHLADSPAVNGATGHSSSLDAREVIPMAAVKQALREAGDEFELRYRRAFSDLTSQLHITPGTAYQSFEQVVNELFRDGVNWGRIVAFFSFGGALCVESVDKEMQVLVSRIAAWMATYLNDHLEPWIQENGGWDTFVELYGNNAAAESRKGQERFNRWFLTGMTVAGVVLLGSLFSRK
MCL1-BIM inh = inhibitors of MCL1 binding to BIM-BH3, primary screen, biochemical, fluorescence polarization; actives 0.68% (n = 320,000); Induced myeloid leukemia cell differentiation protein Mcl-1 (Homo sapiens), Q07820; inhibition, % at 10.9 µM; GST-MCL1 / FITC-Bim-BH3 fluorescence polarization;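 active = inhibition above the mean inhibition of all tested compounds plus 3 SD, set per campaign, cut at about 40% in these data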;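 note: 0% = DMSO wells and 100% = unlabeled Bim-BH3 peptide control; higher means more loss of mP so more displacement of Bim peptide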
* hit, by the source's call; . = not tested or not shown. This is a subset; count on the stated rates, not on these rows.

SMILES	TPT1 inhibitor	GSTO1 counter	PME-1 primary	MEX-5 binding	GLD-1 TGE inh	Fam108B inh	PAD4 FP inh	BCLXL inh	MCL1-BIM inh
CCc1ccccc1NC(=O)CCNS(=O)(=O)c1ccc2c(c1)CCC(=O)N2	-1	2	-2	2.1	2	0	-1	11	7
O=C(CCc1ccccc1)C(=O)N1CCCC(C(=O)c2cccc(Cl)c2)C1 (stereo not drawn)	-3	1	3	1.6	0	-5	-4	-2	-8
NC(=O)NC(=O)COC(=O)CN1C(=O)C2CCCCC2C1=O (stereo not drawn)	-2	-1	2	0.9	-3	-3	1	6	3
Cc1c(NC(=O)COC(=O)Cc2ccc(F)cc2)c(=O)n(-c2ccccc2)n1C	1	4	-3	0.9	3	1	-3	5	3
O=C(CCSc1ccc(F)cc1)Nc1ccc(-n2cnnn2)cc1	-8	5	5	0.9	-3	0	-2	6	0
Cc1nn2c(=O)cc(COC(=O)c3ccc(NC(=O)C(C)(C)C)cc3)nc2s1	-3	7	0	3.2	6	2	1	4	-6
O=S(=O)(NC1C2CC3CC(C2)CC1C3)c1ccccc1 (stereo not drawn)	.	.	1	.	8	.	0	6	6
O=C(CC1SCCNC1=O)Nc1ccc(F)c(Cl)c1 (stereo not drawn)	3	2	2	-0.8	-14	1	-3	7	2
CN1CC(=O)Nc2ccc(F)cc2C1=O	-6	-4	0	-2.6	-2	0	2	6	7
CNC(=S)/N=C/NOCc1ccc(Cl)cc1Cl	-6	0	-7	1.2	6	-5	-3	5	4
O=C(CN1CCCC1)Nc1ccc(S(=O)(=O)N2CCCCC2)cc1	-1	4	1	1.0	11	-1	-9	4	-1
Cc1ccnc(NC(=O)CNC(=O)c2ccco2)c1	-2	-1	6	0.2	8	-2	3	6	6
COc1ccccc1N1CCN(C(=O)CN(c2ccc(C)c(C)c2)S(C)(=O)=O)CC1	0	0	0	2.1	0	0	-2	8	10
O=C(Nc1nnc(S(=O)(=O)N2CCOCC2)s1)c1ccc(F)cc1	-3	-5	-3	0.9	7	-1	-4	3	1
COC(=O)/C=C1\OC(c2ccccc2)=CC1=O	13	5	0	-2.4	-4	-4	-1	3	-3
O=C(Nc1ccccc1)Nc1ccccc1-n1ccnc1	1	7	2	2.1	-4	-6	2	-22	-1
CC1(C)C([N+](=O)[O-])C(c2ccc(O)cc2)NC(c2ccc(O)cc2)C1[N+](=O)[O-] (stereo not drawn)	-1	-6	1	1.6	7	4	1	4	6
O=C(Cn1cncn1)N/N=C/c1c2ccccc2cc2ccccc12	0	5	3	-30*	-6	3	-1	3	6
CCN1C(=NCCc2cccs2)N[C@@H](c2cccs2)C(C(=O)OC)=C1C	1	4	4	-1.8	2	-3	1	-7	-20
CC(=O)c1nn(-c2ccc(Br)cc2)cc1C(=O)c1ccccc1	-2	6	-3	0.0	2	-2	0	6	7
CCC1CN(C(=O)N2CCC(C(=O)NCCc3ccc(OC)cc3OC)CC2)c2ccccc2O1 (stereo not drawn)	1	7	2	-2.3	2	0	1	-2	-3
COc1ccc(/C=C/C(=O)Nc2cc(C)nn2-c2nc3ccccc3[nH]2)cc1	-4	-7	-76	1.2	2	-11	-2	0	4
Cc1ccc(-n2ncc3c(=O)[nH]c(SCC(=O)N4CCOCC4)nc32)cc1	0	-2	-7	-1.3	2	1	3	5	13
CCOc1ccc(CCNC(=O)CCc2nc3ccccc3[nH]2)cc1OCC	4	5	0	-0.5	-4	0	3	-1	-4
CC(C(=O)Nc1ccccc1)N1CCN(c2ccccn2)CC1 (stereo not drawn)	-2	3	-2	0.3	0	3	-2	3	4
Cc1ccc(NCN2C(=O)C3C4C=CC(C4)C3C2=O)cc1 (stereo not drawn)	2	3	0	2.9	4	0	0	2	0
CCCOc1ccc(CN(C)c2ncnc(N)n2)cc1	0	5	2	-0.6	4	-2	0	8	4
CCC(CC)C(=O)OCC(=O)Nc1ccc(S(=O)(=O)N2CCOCC2)cc1OC	-2	5	9	1.0	-5	0	-4	2	0
CC1=NNC(=O)C1CC(=O)N/N=C/c1ccncc1 (stereo not drawn)	-1	-2	1	-3.3	-2	1	0	4	6
CC(=O)Nc1cc(C(=O)c2ccccc2)ccc1N1CCOCC1	0	-3	4	-2.2	6	-2	-1	3	-3
COc1ccc(Nc2cc(Cl)nc(N)n2)cc1OC	-6	6	-7	1.5	3	-3	4	4	2
O=C(O)c1ccc([N+](=O)[O-])c2c1C(=O)c1ccccc1C2=O	2	18	10	.	1	1	-4	12	7
CCc1nc(=O)c(-c2ccccc2)c(C)n1-c1ccccc1	-2	8	1	0.9	0	1	-4	3	1
CCOC(=O)Cc1csc(NC(NC(=O)OCC)(C(F)(F)F)C(F)(F)F)n1	-1	5	-3	0.1	3	4	0	10	4
COc1ccc(C)cc1S(=O)(=O)N(CC(=O)Nc1cc([N+](=O)[O-])ccc1C)c1ccc(C)c(C)c1	0	-4	-4	-1.1	4	-1	-7	5	-1
COC(=O)c1cccc(OC(N)=O)c1	-1	1	-1	-0.4	-6	1	1	2	-1

Fetched by structure from above (3):
SMILES	TPT1 inhibitor	GSTO1 counter	PME-1 primary	MEX-5 binding	GLD-1 TGE inh	Fam108B inh	PAD4 FP inh	BCLXL inh	MCL1-BIM inh
NC(=O)NC(=O)COC(=O)CN1C(=O)C2CCCCC2C1=O (stereo not drawn)	-2	-1	2	0.9	-3	-3	1	6	3
COc1ccc(Nc2cc(Cl)nc(N)n2)cc1OC	-6	6	-7	1.5	3	-3	4	4	2
CC(C(=O)Nc1ccccc1)N1CCN(c2ccccn2)CC1 (stereo not drawn)	-2	3	-2	0.3	0	3	-2	3	4

(continued)
SMILES	TPT1 inhibitor	GSTO1 counter	PME-1 primary	MEX-5 binding	GLD-1 TGE inh	Fam108B inh	PAD4 FP inh	BCLXL inh	MCL1-BIM inh
CCC1CCCCN1C(=O)CCn1ccnc1 (stereo not drawn)	2	11	0	0.2	5	-2	-4	1	1
Cc1ccc(-c2c3c(=O)n(C)c(=O)n(C)c3cn2-c2ccccc2O)cc1	5	8	2	2.7	4	1	-5	-3	4
COc1ccc2ccccc2c1/C=N/NC(=O)c1cc(C)[nH]n1	-1	-6	3	-1.8	-7	1	-2	3	2
CNc1c(NC(=O)c2ccc3c(c2)OCO3)c(=O)oc2ccccc12	-2	-6	4	-1.2	-8	-2	-2	-2	-6
O=S(=O)(Nc1ccc(N2CCOCC2)cc1)c1ccc(F)cc1F	-2	1	0	3.1	-6	-1	-1	5	12
CCN(CC(=O)NCc1ccc(Cl)cc1)C(=O)COc1ccc(C)cc1C	0	2	2	0.8	-1	-1	0	0	-9
COc1ccc2c(C)cc(C)nc2n1	-3	11	-1	-1.0	-6	1	-1	6	6
CC(Oc1cccc(Br)c1)C(=O)N1CCCN(C)CC1 (stereo not drawn)	-3	4	2	1.5	0	7	4	8	5
Cc1ccc(NC2c3ncccc3C(=O)N2C2CCCCC2)cc1 (stereo not drawn)	-1	-1	6	-1.4	4	3	1	2	1
CC1(C)CC(=O)C2=C(C1)OC(/N=C/N1CCOCC1)=C(C#N)C2c1ccccc1 (stereo not drawn)	1	0	12	2.5	2	2	-4	2	1
Cc1ccc(NC(=O)Cc2nnc(SCC(=O)Nc3nncs3)n2C)cc1	2	4	5	-1.3	-5	3	0	4	5
CC(C)C[C@H](N)C(=O)N1CCC(C(=O)N[C@H](C(=O)NC(C)c2ccccc2)C(C)C)CC1 (stereo partly drawn)	4	-6	4	-0.9	3	-4	-1	-7	-3
Cc1cc(C)c(S(=O)(=O)N(C)CC(=O)NCc2ccncc2)c(C)c1	-4	2	4	-2.3	-2	2	0	5	1
S=C1NCN(C2CCCCC2)CN1CCc1ccccc1	-2	-5	0	.	3	1	-1	6	4
S=C(N/N=C/c1ccc2ncccc2c1)Nc1ccccc1	2	-6	3	0.0	3	-4	0	10	-3
O=C(c1ccco1)N1CCCC(c2nc3c(nnn3Cc3cccc(Cl)c3)c(=O)[nH]2)C1 (stereo not drawn)	-2	6	9	0.2	5	-2	3	0	0
Cc1ccc2c(c1)CC(C)N2S(=O)(=O)c1nnc(NC(=O)CC(C)C)s1 (stereo not drawn)	-4	-23	-11	-0.7	-2	-1	2	7	9
CCOc1ccccc1N1CC(C(=O)Nc2cc(Cl)ccc2-n2cncn2)CC1=O (stereo not drawn)	-1	4	0	1.8	0	5	-1	1	5
O=C(O)/C=C\C(=O)NCc1ccccc1	-4	-1	3	-0.3	5	-1	-2	5	2
O=C1C2CC(O)CN2C(=O)N1c1ccccc1 (stereo not drawn)	-2	3	-5	-0.3	5	-1	-2	1	1
COc1ccc(CCNC(=O)C2CCCN(c3ncccn3)C2)cc1 (stereo not drawn)	-1	1	0	3.0	7	2	0	7	1
Cc1cccc(C(=O)NCC(=O)NC2CCC(C)CC2)c1 (stereo not drawn)	0	2	-1	-0.7	1	-1	-2	5	-3
CC1CC1C(=O)Nc1nc(-c2ccccn2)cs1 (stereo not drawn)	-1	8	2	0.0	-12	1	-8	4	5
O=C(NCC(=O)N(c1ccccc1)C(C(=O)NC1CCCC1)c1ccncc1)c1ccco1 (stereo not drawn)	-6	-1	6	3.6	3	-3	2	7	3
COc1ccc(S(=O)(=O)n2nc(OC(=O)c3cccs3)cc2NC(=O)c2cccs2)cc1	-1	9	-3	1.3	1	-3	-5	0	10
CC1CC(C)(C)NC(=S)S1 (stereo not drawn)	-5	-3	-5	-1.0	-5	0	2	7	9
COC(=S)Nc1cccc(C(F)(F)F)c1	-3	0	-6	-13	-1	0	0	7	6
Cc1ccc(S(=O)(=O)ON=C2CCN(S(=O)(=O)c3ccccc3)CC2)cc1	-7	-3	0	-1.5	4	0	-3	4	2
CC(=O)N1CCN(S(=O)(=O)c2cccc(C(=O)Nc3ccc(F)c(F)c3)c2)CC1	2	3	3	-0.2	3	0	-1	2	-4
Cc1ccc(S(=O)(=O)N(C)/N=C/c2ccc(N(C)C)cc2)cc1	-1	-3	5	-1.4	3	3	0	3	-5
CN1CCN(Cc2c(O)ccc3c2oc(=O)c2ccccc23)CC1	-2	11	-2	-2.7	6	3	-2	7	0
CCOc1cc2[nH]c(=O)n(Cc3ccccc3)c(=O)c2cc1OCC	-2	7	1	0.6	9	1	0	0	4
CC(=O)c1sc2nc(-c3ccccc3)cc(C)c2c1N	-3	6	0	-4.1	-1	-2	-8	0	6
O=C(N/N=C/c1cccn1-c1cccc(C(=O)O)c1)Nc1ccccc1	1	-10	0	-1.1	-7	0	-2	7	19
COc1ccc(N2C(=O)CSC23C(=O)N2CCCc4cccc3c42)cc1 (stereo not drawn)	0	2	-4	0.8	-1	-1	22*	5	6
CN1CCN(C(=O)c2ccc(CN(c3ccccc3)S(=O)(=O)c3ccccc3)cc2)CC1	-4	1	2	0.4	3	1	-2	-1	-10
